Eya2 phos inh = qHTS Assay for Inhibitors of the Phosphatase Activity of Eya2; Protein phosphatase EYA2 (Homo sapiens), O00167; recombinant Eya2, OMFP fluorescence dephosphorylation (OMFP is methylfluorescein phosphate); Potency, µM (doses to about 76.9 µM), without a hit: at the highest dose activity, negative = inhibition, most hits filed as inhibitors; 330,000 tested, 0.006% active; further: potency means the concentration at half of the fitted maximal effect; on the % scale 0 is the no-effect control and ±100 the full control effect
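Eya2 (0.2 uM) preincubated 10 min at ambient with compound, then OMFP substrate added at 50 uM; 10 min reaction in 50 mM HEPES pH 7.5, 50 mM NaCl, 5 uM MgCl2, 0.05% BSA, 1 mM DTT. Fluorescence read at Ex 485/Em 525 nm.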
B2AR arrestin = qHTS assay of beta-arrestin-biased ligands of beta2-adrenergic receptor; Beta-2 adrenergic receptor (Homo sapiens), P07550; beta-arrestin recruitment to beta2AR, cell-based reporter; Potency, µM (titrated, usually from 46.1 µM), inactives show at the top dose activation, hits mostly activators; 330,000 tested, 0.02% active; AID 492947, 2010;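 further: potency means the concentration at half of the fitted maximal effect; 0% = DMSO controls and full agonism = EC100 isoproterenol or metaproterenol; nearly all actives have a fitted effect of over 65% in size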
TSG101-PTAP inh = qHTS Assay for Iinhibitors of HIV-1 Budding by Blocking the Interaction of PTAP/TSG101; AID 493005, 2010; Tumor susceptibility gene 101 protein (Homo sapiens), Q99816; Fluorescence polarization, FITC-PTAP peptide / Tsg101 binding; 340,000 tested, under 10 active; Potency, µM (titrated, usually from 115 µM), inactives show top-dose activity change, negative = inhibition, hits mostly inhibitors; active means well fitted inhibition curve with a large enough effect in the main read-out, with a control signal flat, not every such curve was filed as active; inconclusive means small, poorly fitted or top-dose-only effect, or effect the other way, or a change in a side signal; inactive means no such curve, though single readings can be large or run the other way; further: potency means the concentration at half of the fitted maximal effect; % of control where 0% means no effect
Target sequence (Q99816 whole entry, looked up): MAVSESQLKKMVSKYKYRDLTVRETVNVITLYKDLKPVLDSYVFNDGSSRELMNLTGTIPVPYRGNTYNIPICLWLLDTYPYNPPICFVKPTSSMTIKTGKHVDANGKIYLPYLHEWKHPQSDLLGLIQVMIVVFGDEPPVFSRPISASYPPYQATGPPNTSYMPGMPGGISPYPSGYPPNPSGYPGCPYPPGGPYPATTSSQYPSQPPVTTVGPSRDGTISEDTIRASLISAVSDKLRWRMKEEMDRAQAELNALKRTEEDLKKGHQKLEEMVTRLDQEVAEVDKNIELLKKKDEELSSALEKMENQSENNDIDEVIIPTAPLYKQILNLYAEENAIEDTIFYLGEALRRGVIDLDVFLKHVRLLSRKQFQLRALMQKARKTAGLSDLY
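FP read-out: FITC-PTAP peptide, 50 nM final, binding Tsg101 binding domain, 10 uM final; 20 min, r.t.; 10 mM HEPES pH 7.5, 0.15 M NaCl, 0.01% Tween 20, 3 mM EDTA, 0.1 mM TCEP.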
TRPV1 agonist = HTS Assay for Compounds that Act as Agonists of the Vanilloid Receptor 1; Transient receptor potential cation channel subfamily V member 1 (Homo sapiens), Q8NER1; activation, % at 8.33 µM; 320,000 tested, 0.19% active; TRPV1-expressing cells, Fluo-8 calcium influx, agonist mode; in the data active means activation above about 80%; inconclusive means between about 30% and that limit; further: 0% is about no effect
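Fluo-8 calcium influx in TRPV1-expressing cells, kinetic read (ex 480/em 520 nm). Compound added and read 3 min for agonist activity, followed by capsaicin at EC20 final and 2 min further read for enhancement.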
ASM inhibitor = Inhibitors of Secretory Acid Sphingomyelinase (S-ASM): qHTS; placental ASM, HMU-PC fluorogenic substrate, 60 min; Sphingomyelin phosphodiesterase (Homo sapiens), P17405; Potency, µM (top dose mostly 57.5 µM), inactives show at the top dose activity change, negative = inhibition, usual class: inhibitors; 340,000 tested, 0.006% active; further: potency means the concentration at half of the fitted maximal effect
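Steps: dispense placental human ASM, pin compound, wait 10 min at room temperature, add HMU-PC0 substrate at 9 uM final, incubate 60 min at 37 °C, add stop solution raising pH to 10, read fluorescence.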
BRCA1 expr up = qHTS Assay to Identify Small Molecule Activators of BRCA1 Expression; MCF7-BRCA1-FFLuc reporter, luminescence, 48 h; response scale: scaled: vehicle 0%, 10 µM genistein 100%; Potency, µM (series often up to 46.1 µM), without a hit: top-dose activation, most hits filed as activators; 380,000 tested, 1.1% active; AID 624202, 2012; further: potency means the concentration at half of the fitted maximal effect; nearly all actives have a fitted effect of over 80% in size; some results filed as inactive show a strong effect at the top dose
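Cells: MCF7-BRCA1-FFLuc, 2000/well. Exposure: 48 h, 37 °C, 5% CO2. Read: luminescence, 15 min post-substrate. Controls: genistein 10 microM (maximal activation), DMSO (neutral).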
uPA surface inh = qHTS for Inhibitors of Cell Surface uPA Generation | cell surface uPA generation assay, qHTS | Potency, µM (top dose mostly 38.3 µM), inactives show at the top dose activity change, negative = inhibition, actives largely listed as inhibitors | 330,000 tested, 0.31% active; active means well fitted inhibition curve with a large enough effect; inconclusive means small, poorly fitted or top-dose-only effect; inactive means no such curve, though single readings can be large or run the other way; tested in mouse RAW 264.7 cells; further: potency means the concentration at half of the fitted maximal effect; on the % scale 0 is the no-effect control and ±100 the full control effect; nearly all actives have a fitted effect of over 55% in size
USP2a inh = qHTS Assay for Inhibitors of Ubiquitin-specific Protease USP2a Using CHOP2 as the Reporter. Ubiquitin carboxyl-terminal hydrolase 2 (Homo sapiens), O75604. USP2 core, Ub-CHOP2 coupled fluorogenic reporter, 485/531. Potency, µM (top dose mostly 38.3 µM), for the others: top-dose activity change, negative = inhibition, most hits filed as inhibitors. 330,000 tested, 0.01% active;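 further: potency means the concentration at half of the fitted maximal effect; plate controls were DMSO wells for no effect and full inhibition by NEM control for full effect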
Target sequence (O75604 whole entry, looked up): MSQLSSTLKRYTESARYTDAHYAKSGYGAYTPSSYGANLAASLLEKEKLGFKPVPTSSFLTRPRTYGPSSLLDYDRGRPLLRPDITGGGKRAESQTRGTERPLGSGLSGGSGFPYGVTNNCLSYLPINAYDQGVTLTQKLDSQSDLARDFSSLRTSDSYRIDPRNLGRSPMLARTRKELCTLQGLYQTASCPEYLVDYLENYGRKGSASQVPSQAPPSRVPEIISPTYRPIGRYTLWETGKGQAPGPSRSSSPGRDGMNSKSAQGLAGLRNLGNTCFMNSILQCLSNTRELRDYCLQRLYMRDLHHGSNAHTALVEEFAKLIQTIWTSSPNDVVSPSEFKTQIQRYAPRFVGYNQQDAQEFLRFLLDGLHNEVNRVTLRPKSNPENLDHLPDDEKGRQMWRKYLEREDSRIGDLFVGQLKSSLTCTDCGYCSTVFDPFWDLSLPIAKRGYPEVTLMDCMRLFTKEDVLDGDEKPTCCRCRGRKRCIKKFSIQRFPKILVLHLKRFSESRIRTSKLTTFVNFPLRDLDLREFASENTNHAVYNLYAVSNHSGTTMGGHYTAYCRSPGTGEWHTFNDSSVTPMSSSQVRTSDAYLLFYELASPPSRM
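Cell-free coupled assay: 10nM USP2 core preincubated 30min RT with compound in Tris-HCl pH 8.0/CaCl2/CHAPS buffer, then 25nM Ub-CHOP2 and 25nM reporter substrate; fluorescence (Ex 485/Em 531) read after 60min RT, normalized to NEM inhibition, concentration-response curves fitted.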
p53 reactivator = qHTS assay for re-activators of p53 using a Luc reporter | Potency, µM (doses to about 92.2 µM), for the others: top-dose activity change, positive = activation, hits mostly activators | 320,000 tested, 0.063% active | H1299 p53-A138V BP100-luciferase reporter, luminescence, 24 h; further: potency means the concentration at half of the fitted maximal effect; % of control where 0% means no effect; nearly all actives have a fitted effect of over 45% in size
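p53-null H1299 cells stably carrying temperature-sensitive p53-A138V and a BP100-luciferase reporter were pinned with compounds (4-point, 1:5 series) and held 24 hrs at 37 deg C. Luminescence was read 10 min after detection reagent.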
ELG1 genotox = qHTS screen for small molecules that induce genotoxicity in human embryonic kidney (HEK293T) cells expressing luciferase-tagged ELG1; HEK293T ELG1-luciferase reporter, luminescence, 16 h; Potency, µM (top dose mostly 46 µM), for the others: at the top dose activity change, positive = activation, hits mostly activators; 330,000 tested, 1.3% active; AID 504466, 2011; further: potency means the concentration at half of the fitted maximal effect; % of control where 0% means no effect; nearly all actives have a fitted effect of over 60% in size
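ELG1-luciferase HEK293T cells, 2,000/well; compound pinned in; 16 hr, 37 °C, 5% CO2; ONE-Glo, 30 min RT; luminescence on CCD imager.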
Integrin act MD = qHTS for Activators of Integrin-Mediated Alleviation for Muscular Dystrophy; alpha7betagal myoblasts, beta-gal FDG fluorescence, 48 h; 350,000 tested, 0.064% active; Potency, µM (highest dose often 38.3 µM), without a hit: at the top dose activation, usual class: activators; AID 624291, 2012;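 further: potency means the concentration at half of the fitted maximal effect; 100% = response of the positive control SU9516; nearly all actives have a fitted effect of over 60% in size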
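alpha7betagal+/- myoblasts (passage 13, 250/well) treated 48 h at 37C with compounds at 1:260 dilution of DMSO stock. Lysed, then beta-galactosidase activity read as FDG fluorescence (ex 480/em 540) after 30 min, with pre-read for autofluorescence.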
An asterisk follows results filed as active; ? = inconclusive; / = not tested or not shown; [ ] = dose if it differs, or a comment. Unless noted, the call rests on the fitted dose curve; in most records, active means well fitted curve in the direction sought with a large enough effect; inconclusive means small, poorly fitted or top-dose-only effect, or another doubt; inactive means no such curve, though single readings can be large; an effect the other way counts as inactive or inconclusive.

Compound	ASM inhibitor	ELG1 genotox	TSG101-PTAP inh	BRCA1 expr up	USP2a inh	Integrin act MD	TRPV1 agonist	B2AR arrestin	Eya2 phos inh	uPA surface inh	p53 reactivator
O=C(NC(Cc1ccccc1)C(=O)O)/C(=C\c1ccc(Cl)cc1)NC(=O)c1ccccc1 (stereo not drawn)	2%	0%	-4%	-1%	10%	-15%	0	0.0%	6%	2%	-1%
COc1ccc(C(C)=O)cc1CSc1ccccn1	-3%	4%	-2%	-16%	-1%	-18%	7	-0.1%	4%	-4%	0%
COc1ccc(CC(=O)NCC(c2ccc(OC)cc2)N(C)C)cc1 (stereo not drawn)	0%	-14%	-2%	-4%	-1%	-8%	6	0.3%	5%	14%	7%
COc1ccccc1NC(=O)CSCc1cc(=O)n2ccsc2n1	6%	-2%	0%	-5%	2%	-6%	0	-0.1%	-2%	0%	-1%
Cc1cccc(OCC(=O)O/N=C(\N)Cc2cccs2)c1	1%	-1%	-7%	53%	2%	14%	22	-0.4%	-2%	9%	1%
Cn1nc(C(F)(F)F)cc1C(=O)Nc1ccc(Cl)cc1	-5%	-13%	-3%	-56%	8%	13%	?	-0.5%	5%	1%	3%
NNc1nc2ccccc2nc1C(F)(F)F	238%[activator]	-4%	0%	0%	3%	21%	-2	0.0%	2%	-3%	0%
Cc1ccc(CSc2nnc(NC(=O)C3=COCCO3)s2)cc1	-11%	9%	-1%	46%	0%	-21%	7	0.0%	-8%	-4%	18%
COCCNC(=O)/C(C#N)=C/c1ccc(-c2ccc(S(=O)(=O)N3CCOCC3)cc2)o1	155%[activator]	-6%	1%	-10%	-1%	0%	5	-0.3%	4%	-1%	-8%
O=C1CC(C(=O)NCc2ccccc2)C2(CCCC2)O1 (stereo not drawn)	-1%	0%	-6%	2%	3%	10%	1	-0.1%	13%	3%	-3%
Cc1ccc2[nH]c(O)c(N=NC(N)=S)c2c1	-1%	5%	-3%	-8%	0%	17%	0	0.1%	14%	5%	1%
O=C(OCc1nnc(-c2ccccc2)o1)c1cc(=O)c2ccccc2o1	-5%	8%	-3%	64%	0%	35%	-2	-1.0%	1%	3%	?
CN(C)C(=O)C12CCC(C)(c3nc4ccccc4nc31)C2(C)C (stereo not drawn)	0%	4%	-2%	15%	-1%	11%[7.66 µM]	0	0.1%	10%	/	-3%
O=C(NCCc1cccs1)C1CC(c2c(Cl)cccc2Cl)=NO1 (stereo not drawn)	2%	-4%	1%	39%	1%	-23%	1	0.0%	12%	-11%	-1%
CN1CCN(C(=O)CN2C(=O)NC(C)(c3ccc4ccccc4c3)C2=O)CC1 (stereo not drawn)	2%	1%	-5%	-10%	2%	7%	-1	0.3%	-6%	-1%	-10%
O=C(NC1CCCCC1)C1CCCN1S(=O)(=O)c1ccc(F)cc1 (stereo not drawn)	1%	-4%	2%	2%	4%	15%	-2	0.2%	-2%	-2%	-10%
Oc1ccc(NCc2cccc(OCc3ccc(F)cc3)c2)cc1	-2%	-1%	-6%	-61%	0%	-41%	5	?	-11%	?	-11%
Cc1ccc(C(=O)OC(C)C(=O)NC2CCCCC2)cc1S(=O)(=O)N1CCCCC1 (stereo not drawn)	0%	-2%	-2%	-23%	-1%	0%	9	0.3%	8%	-5%	-10%
C=C1C[C@@]23CCC4[C@@](C)(CCC[C@@]4(C)C(=O)OC)C2CC[C@]1(OC(C)=O)C3 (stereo partly drawn)	-4%	-4%	-10%	-7%	0%	5%	?	0.0%	-3%	-3%	3%
O=[N+]([O-])c1cnc(Nc2ccc(Cl)cn2)c([N+](=O)[O-])c1	-6%	-8%	-6%	-63%	3%	-44%	-2	-0.2%	-6%	-5%	?

Profiles, looked up by structure. Order of values: ASM inhibitor, ELG1 genotox, TSG101-PTAP inh, BRCA1 expr up, USP2a inh, Integrin act MD, TRPV1 agonist, B2AR arrestin, Eya2 phos inh, uPA surface inh, p53 reactivator
Listed for `Cc1ccc(C(=O)OC(C)C(=O)NC2CCCCC2)cc1S(=O)(=O)N1CCCCC1` (stereo not drawn) : 0%, -2%, -2%, -23%, -1%, 0%, 9, 0.3%, 8%, -5%, -10%
Listed for `COc1ccc(C(C)=O)cc1CSc1ccccn1` : -3%, 4%, -2%, -16%, -1%, -18%, 7, -0.1%, 4%, -4%, 0%
Listed for `COCCNC(=O)/C(C#N)=C/c1ccc(-c2ccc(S(=O)(=O)N3CCOCC3)cc2)o1` : 155%[activator], -6%, 1%, -10%, -1%, 0%, 5, -0.3%, 4%, -1%, -8%

Next part:
Compound	ASM inhibitor	ELG1 genotox	TSG101-PTAP inh	BRCA1 expr up	USP2a inh	Integrin act MD	TRPV1 agonist	B2AR arrestin	Eya2 phos inh	uPA surface inh	p53 reactivator
O=C(Cn1nnc(-c2ccncc2)n1)Nc1ccc2c(c1)CCC2	0%	-4%	0%	-21%	-1%	0%	1	-0.1%	-3%	5%	6%
O=S(=O)(NC1CCCCC1)c1ccc(N2CCOCC2)nc1	5%	-1%	-5%	-16%	3%	-16%	-3	0.3%	-14%	-2%	2%
Cc1onc(NC(=O)c2ccc([N+](=O)[O-])o2)c1Br	-3%	-8%	-7%	-77%	-1%	-58%[inhibitor]	1	0.7%	?	-2%	-9%
Oc1c(N=NC(=S)Nc2ccccc2F)c2ccccc2n1Cc1cccc(Cl)c1	-11%	-6%	-3%	-24%	-2%	-28%	-4	-0.3%	-12%	-3%	-2%
COc1ccc(-c2c(C)nn3c(N4CCC(C(=O)NCCN(C)C)CC4)cc(C)nc23)cc1OC	-3%	17%	-10%	-35%	3%	-50%[inhibitor]	2	0.0%	-37%	/	-5%
COc1ccc(Cn2c(C3CC3)nc3ccc(NC(C)=O)cc3c2=O)cc1	-6%	?	-1%	?	0%	13%	-3	0.0%	1%	-6%	?
CC(=O)c1sc(NCCOc2ccc(C)cc2)nc1C	9%	?	0%	?	1%	5%	0	-0.7%	-1%	5%	1%
CCOC(=O)C1CCCN(C2CC(=O)N(c3ccc(C)c(C)c3)C2=O)C1 (stereo not drawn)	0%	-6%	0%	-22%	0%	-11%	0	-0.2%	-2%	7%	3%
Cc1c(O)nc(SCC(=O)Nc2cccc(C(F)(F)F)c2)n(-c2ccccc2)c1=O	-2%	-1%	-1%	-12%	0%	-2%	-1	0.0%	-9%	6%	-10%
CCOc1ccc(S(=O)(=O)N2CCCCC2)cc1NC(=O)C1=COCCO1	-1%	2%	-7%	-20%	2%	-12%	13	-0.6%	3%	14%	-4%
Cc1ccccc1CSCc1nc2ccccc2[nH]1	2%	-1%	-4%	75%	1%	3%	-5	0.3%	-1%	-6%	?
O=C(CNS(=O)(=O)c1ccc(Cl)cc1)N/N=C/c1ccco1	1%	2%	-5%	-3%	-2%	23%	-1	-0.5%	2%	1%	6%

3 compounds already listed, ordered by their value in TSG101-PTAP inh, highest first:
SMILES	TSG101-PTAP inh
CC(=O)c1sc(NCCOc2ccc(C)cc2)nc1C	0%
O=C(CNS(=O)(=O)c1ccc(Cl)cc1)N/N=C/c1ccco1	-5%
Cc1onc(NC(=O)c2ccc([N+](=O)[O-])o2)c1Br	-7%

Screens from PubChem BioAssay.
